Pol kappa inh: blocks human DNA polymerase kappa activity; Q9UBT6; purified Pol kappa, fluorescent DNA synthesis assay, 10 min; hit rate 0.53% among 400,000; Potency, µM (titrated, usually from 107 µM), for the others: at the top dose activity, negative = inhibition, hits mostly inhibitors; note: potency is the fitted concentration of half-maximal effect; % is set by controls: 0 for no effect and ±100 for the full control effect
Target sequence (Q9UBT6 whole entry, looked up): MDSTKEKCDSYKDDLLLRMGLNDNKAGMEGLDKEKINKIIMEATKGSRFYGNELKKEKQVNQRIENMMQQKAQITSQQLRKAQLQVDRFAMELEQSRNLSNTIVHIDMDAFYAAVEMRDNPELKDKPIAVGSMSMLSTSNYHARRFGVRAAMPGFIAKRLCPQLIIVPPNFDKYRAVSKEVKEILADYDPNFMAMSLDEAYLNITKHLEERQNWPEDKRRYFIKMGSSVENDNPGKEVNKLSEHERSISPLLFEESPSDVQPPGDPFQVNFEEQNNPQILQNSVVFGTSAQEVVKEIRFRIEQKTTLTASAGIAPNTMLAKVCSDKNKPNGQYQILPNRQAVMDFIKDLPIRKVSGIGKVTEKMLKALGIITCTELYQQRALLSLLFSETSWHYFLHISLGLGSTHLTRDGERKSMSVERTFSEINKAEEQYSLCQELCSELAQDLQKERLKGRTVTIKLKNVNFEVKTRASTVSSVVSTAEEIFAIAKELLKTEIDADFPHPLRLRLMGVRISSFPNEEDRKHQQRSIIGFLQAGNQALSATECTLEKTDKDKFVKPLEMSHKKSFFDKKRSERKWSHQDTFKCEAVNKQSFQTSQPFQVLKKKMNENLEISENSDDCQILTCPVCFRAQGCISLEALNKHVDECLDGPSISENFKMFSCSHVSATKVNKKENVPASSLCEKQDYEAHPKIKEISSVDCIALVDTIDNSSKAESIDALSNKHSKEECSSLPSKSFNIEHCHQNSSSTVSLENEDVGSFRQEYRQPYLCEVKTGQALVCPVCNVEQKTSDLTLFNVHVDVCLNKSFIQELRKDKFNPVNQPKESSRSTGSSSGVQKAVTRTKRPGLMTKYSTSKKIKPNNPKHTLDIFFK
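Inhibition of 10 nM Pol kappa is measured by a fluorescent read-out at 0 and 10 min following addition of 50 nM substrate (final), with a 15-min room-temperature compound preincubation.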
12-LOX inh: ALOX12 (human) lipoxygenase inhibition; P18054; purified 12hLO, xylenol orange hydroperoxide absorbance; Potency, µM (titrated, usually from 108 µM), inactives show top-dose activity change, negative = inhibition, hits mostly inhibitors; hit rate 1.1% among 580,000; AID 1671190; note: potency is the fitted concentration of half-maximal effect; % is set by controls: 0 for no effect and ±100 for the full control effect
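Purified human 12hLO (150 nM final) in 25 mM Hepes, 0.01% Triton X-100, pH 7.0 was preincubated 15 min at room temperature with compound. Then 40 uM arachidonic acid was added, 30 min. Hydroperoxide was read by Fe-XO absorbance ratio 573/405 nm.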
ERG-DNA inh: inhibitors of human ERG Ets domain-DNA interaction. P11308. fluorescence polarization, His-ERG Ets domain / labelled DNA. Potency, µM (highest dose often 76.9 µM), for the others: at the highest dose FP activity, negative = inhibition, most hits filed as inhibitors. hit rate 0.028% among 370,000; active = well fitted inhibition curve with a large enough effect in the polarisation, with a control signal flat; inconclusive = small, poorly fitted or top-dose-only effect, or effect the other way, or a change in a side signal; inactive = no such curve, though single readings can be large or run the other way; the % refers to the polarisation;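 note: polarization taken with two DNA probes labelled with fluorescein and Texas red; potency is the fitted concentration of half-maximal effect; % of control where 0% means no effect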
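His-tagged ERG Ets domain (1 uM in the protein solution; 300mM KCl, 50mM Tris-HCl, 1mM EDTA, 1mM DTT, pH 7.5) received compound, then a probe mix of 5 nM fluorescein-DNA and 100nM Texas-615-DNA. Fluorescence polarization was read for both dyes.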
Pol iota inh: blocks human DNA polymerase iota activity; Q9UNA4; Pol iota fluorescent replication assay, 10 min; Potency, µM (top dose mostly 115 µM), for the others: at the top dose activity, negative = inhibition, actives largely listed as inhibitors; hit rate 1% among 390,000; AID 588590; note: potency is the fitted concentration of half-maximal effect
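Pol iota at 10 nM preincubated 15 min with compounds at room temperature; reaction started with fluorescent substrate, 50 nM final. Fluorescence read kinetically at 0 and 10 min; buffer-only wells as negative control.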
Anesthetic bind: candidate novel general anesthetic via apoferritin binding; Potency, µM (highest dose often 77.5 µM), for the others: top-dose activity change, negative = displacement, hits mostly inhibitors; P02791; hit rate 0.074% among 350,000; AID 485281; apoferritin/1-aminoanthracene competitive binding, fluorescence; note: potency is the fitted concentration of half-maximal effect; % is set by controls: 0 for no effect and ±100 for the full control effect; nearly all actives have a fitted effect of over 20% in size
Target sequence (P02791 2-175 limits assumed): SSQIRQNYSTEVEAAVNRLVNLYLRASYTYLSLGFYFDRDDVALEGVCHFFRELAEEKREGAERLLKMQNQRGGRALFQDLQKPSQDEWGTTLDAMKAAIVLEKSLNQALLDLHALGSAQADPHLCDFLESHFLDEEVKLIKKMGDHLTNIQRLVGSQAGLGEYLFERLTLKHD
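Probe: 1-aminoanthracene (50% saturated, PBS). Protein: horse-spleen apoferritin, 10 uM. Incubation: 10 min, room temperature. Detection: 380 nm excitation, 535 nm emission. Analysis: normalized response, four-parameter Hill.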
BLM inh: blocks DNA unwinding by human BLM helicase. P54132. recombinant BLM DNA unwinding, fluorescence dequenching. Potency, µM (titrated, usually from 56.1 µM), inactives show at the top dose activity change, negative = inhibition, most hits filed as inhibitors. hit rate 0.2% among 350,000. AID 2528;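 note: potency is the fitted concentration of half-maximal effect; plate controls were vehicle for no effect and no enzyme for full effect; nearly all actives have a fitted effect of over 35% in size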
TRHR ag: activates the human TRH receptor; activation, % at 2 µM; P34981; TRHR cells, calcium flux fluo-8, FDSS agonist mode; hit rate 0.18% among 360,000; in the data active = activation above about 30%; note: 0% is about no effect
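Read-out: compound-evoked intracellular calcium rise in TRHR cells, fluo-8 dye, kinetic FDSS fluorescence at 1 s/cycle following a 10-cycle baseline. Cells cultured overnight before dye loading (30 min–1.5 h, RT).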
APEX1 inh: inhibitors of human APE1 endonuclease. hit rate 0.35% among 350,000. AID 2517. Potency, µM (top dose mostly 65.8 µM), for inactives: at the top dose activity change, negative = inhibition, usual class: inhibitors. recombinant APE1, TAMRA/BHQ-2 abasic DNA cleavage fluorescence;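 note: potency is the fitted concentration of half-maximal effect; plate controls were vehicle for no effect and reference inhibitor for full effect; nearly all actives have a fitted effect of over 55% in size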
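Compound pre-exposure to 0.75 nM APE1, 15 min at ambient temperature. Reaction initiated with 50 nM TAMRA/BHQ-2 THF substrate, read immediately in kinetic mode, 525 nm excitation, 598 nm emission.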
POLB inh: DNA polymerase beta (human) inhibition | Pol beta primer extension/strand displacement, fluorescence kinetic | Potency, µM (titrated, usually from 114 µM), for inactives: top-dose activity change, negative = inhibition, most hits filed as inhibitors | hit rate 1.3% among 340,000 | AID 485314; note: potency is the fitted concentration of half-maximal effect; % is set by controls: 0 for no effect and ±100 for the full control effect
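Curves were derived by four-parameter Hill fits of normalized qHTS data. The kinetic fluorescent primer-extension read was taken at 0 and 10 min after 50 nM substrate, following a 15 min room-temperature preincubation of 10 nM enzyme with compounds.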
* hit, by the source's call; u = inconclusive; x = not tested or not shown; [ ] = another dose, or the depositor's remark. Unless noted, calls come from the whole dose curve; as a rule, active = well fitted curve in the direction sought with a large enough effect; inconclusive = small, poorly fitted or top-dose-only effect, or another doubt; inactive = no such curve, though single readings can be large; an effect the other way counts as inactive or inconclusive.

SMILES | Pol kappa inh | 12-LOX inh | ERG-DNA inh | Pol iota inh | Anesthetic bind | BLM inh | TRHR ag | APEX1 inh | POLB inh
COCc1ccc(C(=O)N(C)CC2CCCN(CCc3ccc(Cl)cc3)C2)o1 (stereo not drawn) | -10.1% | 69.2%[activator] | -3.1% | 12.7% | -7.9% | 2.2% | 1.6 | -1.4% | 5.8%
O=C(OCCc1cc2ccccc2c(=O)o1)c1cccs1 | -5.1% | 9.1% | -0.8% | 11.7% | x | x | -0.9 | 26.6% | x
COc1ccc(CNC(=O)CSC(=S)N2CCCC2)cc1 | -3.8% | -12.0% | 11.5% | 11.0% | x | x | -1.2 | -8.9% | x
CC(C)(C)OC(=O)N1CCC(c2c(C(=O)NC3CC3)cnn2-c2ccc(Cl)cc2)CC1 | -10.8% | 4.6% | 20.6% | -15.4% | -17.6% | -10.9% | -0.3 | 10.5% | 1.4%
COC(=O)c1ccc(NC(CC(C)C)C(=O)OC)c([N+](=O)[O-])c1 (stereo not drawn) | -8.2% | -4.0% | x | 19.3% | -7.7% | -2.1% | -0.4 | -0.2% | 21.9%
O=C(C1CCCN(C2CC(=O)N(c3ccc(F)cc3)C2=O)C1)N1CCCC1 (stereo not drawn) | -10.6% | -0.2% | 6.2% | 29.8% | -4.2% | -0.1% | 0.5 | 11.9% | 8.1%
CCCC(=O)N/C(N)=N/c1nc2ccccc2o1 | 1.5% | 0.0% | 6.6% | 159.5%[activator] | 1.5% | -12.2% | -0.8 | 14.6% | 43.3%
CC(C)=CCc1c(O)ccc2c1OC(c1ccc(O)c(O)c1)CC2=O (stereo not drawn) | -14.0% | 28.2µM* | 45.8%[activator] | -29.6% | u | -7.2% | 1.6 | -6.5% | u
CCCOP(=O)(c1ccc(N(C)C)cc1)C(O)c1ccncc1 (stereo not drawn) | -17.2% | 9.8% | 9.4% | 8.9% | 7.2% | -1.6% | 1.0 | 12.1% | 15.2%
CC(=O)NCCc1ccc(C(=O)Cn2cnc3ccccc3c2=O)cc1 | -1.7% | -2.7% | -8.0% | 63.2%[activator] | 17.6% | -6.9% | -0.4 | 59.3%[activator] | -20.1%
O=C(Nc1nncs1)c1cccc(S(=O)(=O)N2CCCCC2)c1 | 1.9% | -33.2% | -9.5% | 8.3% | -11.4% | -9.7% | 0.5 | -5.6% | 7.2%
CCOC(=O)CSc1nnc(NCC(=O)OC(C)C)c(=O)[nH]1 | -2.9% | 18.6% | 0.5% | -7.5% | -0.7% | 0.9% | 0.6 | -3.2% | -6.6%
COC(=O)C1=NN(C(=O)c2cccc(Cl)c2)C(O)(C(C)(C)C)C1 (stereo not drawn) | -7.8% | -9.2% | 2.1% | 11.6% | -16.2% | -1.0% | 5.6 | 5.0% | 19.0%
O=C(COc1ccc(-c2nnco2)cc1)Nc1cc([N+](=O)[O-])ccc1F | 3.2% | 1.5% | 1.1% | 44.3%[activator] | x | x | x | u | x
C=CCn1c(N2CCCC2)nc2c1c(=O)n(C)c(=O)n2C | -1.6% | u | 12.8% | 27.0% | 0.4% | -3.8% | -2.3 | 12.9% | 4.8%
Cc1ccc(Nc2nnc(-c3ccc(N4CCOCC4)c([N+](=O)[O-])c3)c3ccccc23)cc1 | -5.3% | -2.1% | u | -3.6% | -2.5% | -4.8% | -0.1 | -1.6% | 27.3%
Cn1nccc1C(=O)N/N=C/c1ccccc1[N+](=O)[O-] | -14.6% | 158.2%[activator] | -2.3% | 11.8% | -6.1% | 3.0% | 0.1 | -0.4% | 2.2%
Cc1nc2sc(C(N)=O)c(N)c2c(C)c1CC(=O)c1ccccc1 | 2.7% | -2.6% | 6.5% | 0.9% | -13.9% | 1.0% | -0.3 | -5.8% | 9.4%
O=C(Nc1cc(S(=O)(=O)N2CCOCC2)ccc1Cl)C1CCC1 | -6.7% | -21.4% | -5.5% | 28.6% | x | x | -0.5 | -9.4% | x
COc1ccc(C(C)=O)cc1CN1C(=O)NC(c2ccccc2)(c2ccccc2)C1=O | -9.5% | -2.2% | 6.4% | 15.0% | -10.1% | -1.7% | 5.9 | 16.1% | -8.4%
CN1CCN(S(=O)(=O)c2ccc(Oc3ccc(F)cc3Br)nc2)CC1 | -5.9% | -6.9% | -6.3% | 36.4%[activator] | -1.4% | -0.4% | 1.1 | 2.4% | 15.2%
O=C(N1CCN(S(=O)(=O)c2ccc(Cl)cc2)CC1)n1ccnc1 | 3.2% | 4.8% | -4.3% | -6.3% | x | x | x | 52.2%[activator] | x
Cc1cc(C)c(NC(=O)CCC(=O)N2Cc3ccccc3Oc3ncccc32)c(C)c1 | -14.0% | -4.2% | -0.4% | -25.7% | u | 4.4% | -1.0 | x | -21.3%
O=C(COc1ccccc1F)Nc1ccc2nc(SCC(=O)N3CCOCC3)sc2c1 | 3.0% | -22.3% | 1.0% | 27.1% | 5.8% | 1.3% | 0.4 | x | 1.4%
O=C(CCNC(=O)c1ccc([N+](=O)[O-])cc1)Nc1ccccc1N1CCCCC1 | 0.0% | 2.9% | 5.5% | 34.6%[activator] | x | x | -0.4 | 13.5% | x
FC(F)(F)c1cccc(Cn2nnnc2-c2cc(Cl)cc(Cl)c2)c1 | -6.2% | u | -1.8% | 11.7% | 5.0% | -15.0% | 1.5 | 4.7% | 5.0%
COC(=O)c1cc2oc3ccccc3c2n1Cc1nc(-c2ccc(Cl)cc2)oc1C | 3.9% | -0.7% | 7.4% | 0.4% | 26.9% | -1.0% | 0.3 | x | 24.0%
COc1ccc(-c2ccc3c(c2)O/C(=C\c2ccsc2)C3=O)cn1 | -8.9% | -19.9% | 12.0% | -7.7% | x | x | x | 6.5% | x
CC(C)C(NC(=O)c1ccc(C(C)(C)C)cc1)C(=O)OCC(=O)NC(=O)Cc1ccccc1 (stereo not drawn) | -18.1% | -18.4% | -12.3% | -4.7% | -1.7% | -7.2% | 0.2 | -4.2% | -0.4%
Cc1nn(Cc2ccccc2)c2sc(C(=O)NCc3cccnc3)cc12 | -1.7% | 0.0% | 9.1% | -4.0% | -10.9% | u | 0.2 | -3.7% | 11.9%

Ordered by number of heavy atoms (descending): three of the compounds above.
SMILES | Pol kappa inh | 12-LOX inh | ERG-DNA inh | Pol iota inh | Anesthetic bind | BLM inh | TRHR ag | APEX1 inh | POLB inh
CC(C)C(NC(=O)c1ccc(C(C)(C)C)cc1)C(=O)OCC(=O)NC(=O)Cc1ccccc1 (stereo not drawn) | -18.1% | -18.4% | -12.3% | -4.7% | -1.7% | -7.2% | 0.2 | -4.2% | -0.4%
Cc1cc(C)c(NC(=O)CCC(=O)N2Cc3ccccc3Oc3ncccc32)c(C)c1 | -14.0% | -4.2% | -0.4% | -25.7% | u | 4.4% | -1.0 | x | -21.3%
Cc1nn(Cc2ccccc2)c2sc(C(=O)NCc3cccnc3)cc12 | -1.7% | 0.0% | 9.1% | -4.0% | -10.9% | u | 0.2 | -3.7% | 11.9%

The list continues:
SMILES | Pol kappa inh | 12-LOX inh | ERG-DNA inh | Pol iota inh | Anesthetic bind | BLM inh | TRHR ag | APEX1 inh | POLB inh
COc1ccc(CCNC(=O)C(=O)c2cn(CC(=O)N3CCOCC3)c3ccccc23)cc1 | 0.7% | 0.2% | -1.8% | 51.0%[activator] | -10.1% | -1.6% | -1.0 | 27.5% | 11.8%
CC(C)OCCCNC(=O)c1ccc2c(=O)n(CCc3ccccc3)c(=O)[nH]c2c1 | 1.2% | 0.0% | -2.8% | 15.4% | -2.6% | -0.5% | 0.4 | x | 8.4%
Cc1cc(N2C(=O)C(O)=C(C(=O)c3cc4ccccc4o3)C2c2cccs2)no1 (stereo not drawn) | 0.1% | u | -0.5% | u | u | -9.8% | 3.5 | -16.3% | -6.1%
CCOC(=O)C1(CC2CCCCO2)CCN(Cc2cn[nH]c2-c2cccc(F)c2)CC1 (stereo not drawn) | -19.3% | 2.3% | -1.4% | 6.6% | -10.6% | -3.5% | 3.0 | -0.3% | 20.2%
O=c1[nH]c(-c2ccc(Cl)cc2)nc(=S)[nH]1 | 5.1% | u | -1.2% | 21.6% | 2.5% | -5.0% | 0.2 | 0.9% | 0.4%
O=C1CC(NNC(=O)c2ccccc2)C(=O)N1 (stereo not drawn) | -4.0% | -3.3% | -6.8% | -2.7% | -2.8% | 0.2% | -0.1 | -3.4% | 17.8%
O=C(Nc1cc(S(=O)(=O)N2CCOCC2)ccc1N1CCCC1)c1cccnc1Cl | 10.4% | 18.3% | 6.6% | 6.9% | -6.8% | -0.4% | -0.2 | 14.2% | 23.4%
Cc1onc(-c2c(Cl)cccc2Cl)c1C(=O)NCc1ccccn1 | 8.6% | u | -6.4% | 16.8% | -1.2% | 1.7% | 0.4 | 16.6% | 3.6%
Cc1cccc(C)c1NC(=O)CSc1nnc(-c2ccco2)c(-c2ccco2)n1 | 28.2µM* | x | 4.5% | u | u | 6.5% | 0.7 | 15.8µM* | 3.16µM*
CCCCOC(=O)Nc1ccc2c(C)cc(=O)oc2c1 | 6.3% | u | 0.0% | -13.1% | -2.6% | -4.9% | 0.2 | 4.0% | -1.5%
CCS(=O)(=O)N1CCCC(C(=O)NCCCOC)C1 (stereo not drawn) | -2.1% | 14.0% | -10.3% | 17.2% | -8.8% | -1.9% | 3.5 | -4.5% | 5.4%
Cc1ccccc1CNC(=O)c1ccc2[nH]c(C)c(C)c2c1 | -15.6% | -21.9% | -0.5% | 7.4% | u | -3.6% | -0.3 | x | 0.3%
O=C(CN1C(=O)NC2(CCCc3ccccc32)C1=O)NC1CCCCC1 (stereo not drawn) | -2.1% | -22.5% | 5.7% | 15.5% | x | x | -0.1 | 48.8%[activator] | x

Compound activity: PubChem, National Center for Advancing Translational Sciences (NCATS)

This is a subset; count on the stated rates, not on these rows.
